Compound activity deposited in PubChem BioAssay by National Center for Advancing Translational Sciences (NCATS).
USP2a block = USP2a (human) protease inhibition | O75604 | USP2 core, Ub-CHOP2 coupled fluorogenic reporter, 485/531 | Potency, µM (highest dose often 38.3 µM), for inactives: at the highest dose activity change, negative = inhibition, hits mostly inhibitors | 330,000 compounds, 0.01% hits | AID 463254;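 note: potency is the fitted concentration of half-maximal effect; plate controls were DMSO wells for no effect and full inhibition by NEM control for full effect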
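USP2 core (10nM final) preincubated 30min RT with compound in 20mM Tris-HCl pH 8.0, 2mM CaCl2, 2mM beta-mercaptoethanol, 0.05% CHAPS; 25nM Ub-CHOP2 plus 25nM reporter substrate added, fluorescence (Ex485/Em531) read after 60min.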
Integrin act MD = activates integrin-mediated alleviation for muscular dystrophy. 350,000 compounds, 0.064% hits. alpha7betagal myoblasts, beta-gal FDG fluorescence, 48 h. Potency, µM (highest dose often 38.3 µM), for inactives: at the highest dose activation, actives largely listed as activators. AID 624291;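 note: potency is the fitted concentration of half-maximal effect; 100% = response of the positive control SU9516; nearly all actives have a fitted effect of over 60% in size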
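alpha7betagal+/- myoblasts (passage 13, 250/well) treated 48 h at 37C with compounds at 1:260 dilution of DMSO stock. Lysed, then beta-galactosidase activity read as FDG fluorescence (ex 480/em 540) after 30 min, with pre-read for autofluorescence.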
B2AR arrestin = agonists driving beta-arrestin recruitment to human beta2-adrenergic receptor; 330,000 compounds, 0.02% hits; Potency, µM (titrated, usually from 46.1 µM), without a hit: at the top dose activation, most hits filed as activators; beta-arrestin recruitment to beta2AR, cell-based reporter; P07550;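 note: potency is the fitted concentration of half-maximal effect; 0% = DMSO controls and full agonism = EC100 isoproterenol or metaproterenol; nearly all actives have a fitted effect of over 65% in size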
Target sequence (P07550 whole entry, looked up): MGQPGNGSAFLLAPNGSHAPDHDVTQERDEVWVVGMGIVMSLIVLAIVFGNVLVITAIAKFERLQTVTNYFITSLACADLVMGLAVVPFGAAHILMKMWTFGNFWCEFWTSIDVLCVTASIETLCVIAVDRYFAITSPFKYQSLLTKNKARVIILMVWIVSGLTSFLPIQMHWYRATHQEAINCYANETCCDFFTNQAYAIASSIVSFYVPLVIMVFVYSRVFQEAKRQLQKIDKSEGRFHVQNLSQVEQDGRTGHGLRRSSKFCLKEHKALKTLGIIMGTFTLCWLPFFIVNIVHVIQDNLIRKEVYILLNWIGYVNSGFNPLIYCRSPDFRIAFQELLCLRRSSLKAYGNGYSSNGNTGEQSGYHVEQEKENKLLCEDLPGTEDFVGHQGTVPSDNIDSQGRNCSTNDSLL
Eya2 inh = Eya2 (human) phosphatase inhibition; O00167; recombinant Eya2, OMFP fluorescence dephosphorylation (OMFP is methylfluorescein phosphate); Potency, µM (titrated, usually from 76.9 µM), for the others: at the highest dose activity, negative = inhibition, usual class: inhibitors; 330,000 compounds, 0.006% hits; note: potency is the fitted concentration of half-maximal effect; % is set by controls: 0 for no effect and ±100 for the full control effect
Target sequence (O00167 whole entry, looked up): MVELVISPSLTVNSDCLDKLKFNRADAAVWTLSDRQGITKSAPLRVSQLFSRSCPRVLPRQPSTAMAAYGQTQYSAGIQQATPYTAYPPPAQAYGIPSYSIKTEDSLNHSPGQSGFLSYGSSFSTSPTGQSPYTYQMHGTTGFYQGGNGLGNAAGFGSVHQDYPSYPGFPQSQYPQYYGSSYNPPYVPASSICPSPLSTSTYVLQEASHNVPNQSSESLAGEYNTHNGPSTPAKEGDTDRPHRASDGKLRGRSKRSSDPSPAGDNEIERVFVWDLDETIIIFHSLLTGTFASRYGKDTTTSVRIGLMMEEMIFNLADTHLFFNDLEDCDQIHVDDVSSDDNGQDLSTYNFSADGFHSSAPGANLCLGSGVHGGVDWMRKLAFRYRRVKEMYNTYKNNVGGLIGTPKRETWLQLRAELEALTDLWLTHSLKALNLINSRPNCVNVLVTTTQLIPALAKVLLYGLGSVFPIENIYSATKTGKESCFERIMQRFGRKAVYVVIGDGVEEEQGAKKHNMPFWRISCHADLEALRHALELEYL
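Eya2 (0.2 uM) preincubated 10 min at ambient with compound, then OMFP substrate added at 50 uM; 10 min reaction in 50 mM HEPES pH 7.5, 50 mM NaCl, 5 uM MgCl2, 0.05% BSA, 1 mM DTT. Fluorescence read at Ex 485/Em 525 nm.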
uPA generation = inhibitors of cell surface uPA generation. 330,000 compounds, 0.31% hits. cell surface uPA generation assay, qHTS. Potency, µM (doses to about 38.3 µM), inactives show at the top dose activity change, negative = inhibition, most hits filed as inhibitors; active = well fitted inhibition curve with a large enough effect; inconclusive = small, poorly fitted or top-dose-only effect; inactive = no such curve, though single readings can be large or run the other way; tested in mouse RAW 264.7 cells; note: potency is the fitted concentration of half-maximal effect; % is set by controls: 0 for no effect and ±100 for the full control effect; nearly all actives have a fitted effect of over 55% in size
TSG101-PTAP inh = blocks PTAP/TSG101 interaction to inhibit HIV-1 budding; Fluorescence polarization, FITC-PTAP peptide / Tsg101 binding; Potency, µM (series often up to 115 µM), for inactives: at the top dose activity change, negative = inhibition, hits mostly inhibitors; 340,000 tested, under 10 active; active = well fitted inhibition curve with a large enough effect in the main read-out, with a control signal flat, not every such curve was filed as active; inconclusive = small, poorly fitted or top-dose-only effect, or effect the other way, or a change in a side signal; inactive = no such curve, though single readings can be large or run the other way; note: potency is the fitted concentration of half-maximal effect; % of control where 0% means no effect
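Tsg101 binding domain (10 uM final) was mixed with compound and a FITC-labeled PTAP peptide (50 nM final) in HEPES pH 7.5 buffer with NaCl, Tween 20, EDTA and TCEP; fluorescence polarization was read after 20 min at r.t.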
p53 reactivation = re-activators of mutant p53. 320,000 compounds, 0.063% hits. H1299 p53-A138V BP100-luciferase reporter, luminescence, 24 h. AID 504706. Potency, µM (highest dose often 92.2 µM), for inactives: at the top dose activity change, positive = activation, most hits filed as activators; note: potency is the fitted concentration of half-maximal effect; % of control where 0% means no effect; nearly all actives have a fitted effect of over 45% in size
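H1299 (p53-null), stable ts p53-A138V + BP100-Luc; 1000 cells/well, Opti-MEM/10% FBS; cpd 4 pt, 1:5; 24 h, 37 deg C, 5% CO2; detection reagent 10 min RT; luminescence.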
ASM inhibitor = inhibitors of human secretory acid sphingomyelinase; placental ASM, HMU-PC fluorogenic substrate, 60 min; AID 504937; P17405; 340,000 compounds, 0.006% hits; Potency, µM (top dose mostly 57.5 µM), without a hit: at the top dose activity change, negative = inhibition, usual class: inhibitors; note: potency is the fitted concentration of half-maximal effect
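Fluorescence read-out (Ex 386 nm, Em 447 nm) after stopping the reaction at pH 10. Enzyme: ASM from human placenta; substrate HMU-PC0, 9 uM final; 60 min, 37 °C. Compound preincubation 10 min, ambient temperature.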
TRPV1 agonist = human TRPV1 agonism; activation, % at 8.33 µM; 320,000 compounds, 0.19% hits; AID 540275; Q8NER1; TRPV1-expressing cells, Fluo-8 calcium influx, agonist mode; in the data active = activation above about 80%; inconclusive = between about 30% and that limit; note: 0% is about no effect
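Cells expressing TRPV1 were dye-loaded with Fluo-8 and read kinetically: 10 s baseline, 3 min after compound (agonist portion), then 2 min after EC20 capsaicin (allosteric enhancer portion). Calcium-bound dye fluorescence at 480/520 nm.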
ELG1 genotox = induces genotoxicity in HEK293T cells with luciferase-tagged ELG1; HEK293T ELG1-luciferase reporter, luminescence, 16 h; Potency, µM (series often up to 46 µM), for the others: at the top dose activity change, positive = activation, actives largely listed as activators; 330,000 compounds, 1.3% hits; AID 504466; note: potency is the fitted concentration of half-maximal effect; % of control where 0% means no effect; nearly all actives have a fitted effect of over 60% in size
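HEK293T cells expressing luciferase-tagged ELG1 were exposed to compound or DMSO vehicle for 16 hr at 37 °C and 5% CO2. Luciferase activity was then measured with ONE-Glo after 30 min at room temperature.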
BRCA1 expr up = increases BRCA1 expression; MCF7-BRCA1-FFLuc reporter, luminescence, 48 h; response scale: scaled: vehicle 0%, 10 µM genistein 100%; Potency, µM (titrated, usually from 46.1 µM), for the others: at the top dose activation, most hits filed as activators; 380,000 compounds, 1.1% hits; AID 624202; note: potency is the fitted concentration of half-maximal effect; nearly all actives have a fitted effect of over 80% in size; some results filed as inactive show a strong effect at the top dose
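Quantitative HTS in MCF7 cells stably reporting BRCA1 expression via firefly luciferase. Compound treatment lasts 48 h at 37 °C in phenol-red free MEM. Activation is expressed relative to genistein at 10 microM and DMSO.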
* hit, by the source's call; i = inactive; ? = inconclusive; · = not tested or not shown; [ ] = dose if it differs, or a comment. Unless noted, calls come from the whole dose curve; as a rule, active = well fitted curve in the direction sought with a large enough effect; inconclusive = small, poorly fitted or top-dose-only effect, or another doubt; inactive = no such curve, though single readings can be large; an effect the other way counts as inactive or inconclusive.

molecule	USP2a block	Integrin act MD	B2AR arrestin	Eya2 inh	uPA generation	TSG101-PTAP inh	p53 reactivation	ASM inhibitor	TRPV1 agonist	ELG1 genotox	BRCA1 expr up
Cc1ccc(C(=O)Cn2c(C(=O)/C=C/c3ccccc3)nc3ccccc32)cc1	-5%	-71%[inhibitor]	-0.8%	8%	-6%	0%	1%	7%	1	11%	-72%
c1ccc(-c2c3ccccc3nc3[nH]c4ccccc4c23)cc1	-1%	3%	-0.8%	1%	-22%	-4%	8%	i	-1	2%	-60%
CCOC(=O)c1sc(=S)n(-c2ccccc2)c1C	0%	7%	0.6%	-7%	-1%	0%	4%	-2%	6	5%	1%
O=C1c2ccccc2C(=O)N1CCc1csc(-c2cccc(Cl)c2)n1	3%	-2%[7.66 µM]	-0.2%	-4%	1%	-1%	3%	-9%	?	0%	-5%
O=C(CSc1nnnn1-c1cccc2ccccc12)Nc1ccc(C(=O)O)cc1	2%	-1%	0.1%	16%	7%	-3%	·	-2%	2	1%	22%
CNCc1c(OCc2ccc(F)cc2)ccc2ccccc12	-1%	-49%[inhibitor]	0.0%	-9%	-2%	-4%	-1%	-3%	2	-13%	-21%
COc1c(C)cc(C(=O)C2CCCN(C(=O)c3cc(C)nc(C)n3)C2)cc1C (stereo not given)	7%	-6%	-0.8%	3%	2%	-3%	1%	7%	5	3%	0%
CCN(C(=O)COC(=O)CSc1ccc(C(N)=O)cc1[N+](=O)[O-])C1CCCCC1	-1%	21%	0.3%	-8%	-15%	0%	-13%	-1%	1	2%	-12%
CCC(=O)Nc1nnc(/C=C/c2ccc(OC)cc2)s1	7%	-56%[inhibitor]	-0.6%	-18%	1%	-2%	7%	·	·	14%	111%
Cn1c(NCCCN2CCOCC2)nc2c1c(=O)n(Cc1ccc(Cl)c(Cl)c1)c(=O)n2C	0%	-40%	-0.4%	14%	·	0%	1%	-7%	-3	-5%	-30%
Cc1ccc(SCc2cc(=O)[nH]c(/N=C(\N)Nc3cccc4ccccc34)n2)cc1	0%	25%	-0.4%	-8%	12%	-2%	-24%	-2%	-3	0%	-12%
CCOC(=O)N1CCN(CC(=O)c2c(C)[nH]c3ccccc23)CC1	3%	-43%	-0.2%	-19%	-4%	-8%	2%	0%	0	-1%	-25%
CC(=O)Nc1ccc(S(=O)(=O)NCC(=O)OCC(=O)NC23CC4CC(CC(C4)C2)C3)cc1	-1%	17%	0.3%	-7%	3%	-4%	-3%	4%	6	3%	-34%
CC1(C)OC(=O)N(c2ccccc2)C12C=Cc1c(ccc3ccccc13)O2 (stereo not given)	1%	-15%	-0.4%	-4%	6%	-6%	-3%	-20%	11	-6%	-34%
O=C(O)c1ccc(Oc2ccc([N+](=O)[O-])cc2)c([N+](=O)[O-])c1	·	12%	·	·	0%	1%	·	18%	·	·	8%
Cc1nc2nc(-c3ccccc3)[nH]n2c(=O)c1C	0%	6%	-0.6%	10%	·	-2%	?	6%	-2	?	28%
COc1ccc(C(C#N)(CCC#N)CCC#N)cc1OC	1%	4%	-2.0%	-2%	-1%	-2%	-6%	1%	3	-5%	10%
O=C(Nc1nnc(-c2ccncc2)o1)c1ccc(Br)s1	0%	-10%	0.0%	4%	-12%	-8%	-1%	-1%	3	-7%	-65%
Cn1c(=O)cc(OCC(=O)NCCC2=CCCCC2)c2ccccc21	-10%	11%	0.1%	-6%	-3%	-3%	-3%	-6%	-4	26%	-8%
O=C(CCNC(=O)c1ccccc1Cl)Nc1nnc(C2CC2)s1	3%	-7%	0.3%	-2%	-4%	1%	-1%	4%	2	0%	-5%
O=C(O)c1[nH]nc2c1COc1ccccc1-2	2%	6%	-0.3%	-26%	4%	0%	3%	-2%	-1	-1%	15%
O=C(CNS(=O)(=O)c1ccccc1)Nc1ccc(C(F)(F)F)cc1	-5%	19%	-0.2%	-18%	-12%	2%	-2%	-2%	20	-5%	-1%
CC(=O)Nc1ccc(Oc2ccccc2)cc1	4%	-5%	-1.4%	-7%	-5%	-1%	-2%	-1%	10	·	9%
Cc1ccc(C(=O)C2=C(O)C(=O)N(Cc3cccnc3)C2c2ccc(Cl)c(Cl)c2)o1 (stereo not given)	-1%	26%	-0.6%	-3%	5%	2%	9%	4%	0	2%	-6%
CCOC(=O)c1c(S(=O)(=O)N(C)Cc2ccccc2)c(C)n(C)c1C	-1%	?	-0.6%	-4%	-7%	-13%	-4%	2%	15	0%[9.26 µM]	8%
COc1cc(NC(=O)c2c(OC)cccc2OC)ccc1NC(=O)c1cc2ccccc2o1	0%	0%	-2.7%	-9%	16%	-5%	28%	0%	-3	15µM*	11µM*
Cc1ccc(S(=O)(=O)N(C)C)cc1NC(=O)CCc1c[nH]c2ccccc12	5%	-8%	0.2%	0%	6%	2%	-4%	6%	3	-3%	0%
CCOc1ccc(C(=O)CN2CCN(S(=O)(=O)c3ccc(F)cc3)CC2)cc1	1%	-9%	-0.4%	-11%	-9%	-1%	-3%	-5%	·	0%	24%
O=S(=O)(N/N=C1\CC(c2ccccc2)Oc2ccccc21)c1ccccc1 (stereo not given)	-8%	22%	5.2%	5%	-1%	-12%	-3%	-2%	-3	-6%	31%
CCN(CC)CCn1c(=S)[nH]c2cc(C(=O)N3CC=C(c4ccccc4)CC3)ccc2c1=O	1%	·	0.1%	-29%	·	·	1%	·	-4	0%	·
COC(=O)c1cc(OC)c(OC)cc1NC(=S)Nc1cccc(C(C)=O)c1	-1%	-1%	-0.5%	-3%	2%	1%	9%	1%	-3	0%	-17%
C/C(=N\Nc1ccc([N+](=O)[O-])cc1)c1ccc2c(c1)OCO2	2%	23%	0.0%	10%	3%	-6%	-3%	1%	9	29%	78%
COc1ccc(N2CSC3=C(C#N)C(c4cc(OC)ccc4OC)CC(=O)N3C2)c(OC)c1 (stereo not given)	1%	6%	-0.2%	7%	?	1%	29%	11%	·	-5%	-12%
CC1CC(C)(C)NC(=S)N1CC(=O)NCc1ccc(F)cc1 (stereo not given)	-1%	-13%	0.0%	11%	3%	-2%	-1%	2%	-3	-1%	-7%
COC(=O)c1ccc(COC(=O)CCC(=O)c2cccs2)cc1	-5%	8%	-0.8%	11%	-8%	-1%	?	-2%	6	17%	10µM*
O=C1CC(c2ccsc2)Sc2ccccc2N1 (stereo not given)	2%	-16%	5.2%	13%	-1%	-10%	-6%	1%	2	0%	-11%
CCCCN(Cc1cc2ccccc2[nH]c1=O)C(=O)c1ccccn1	2%	-19%	-0.6%	14%	7%	-3%	6%	2%	13	6%	-6%
COc1ccc(/C=C(/C#N)C(=O)Nc2cccc([N+](=O)[O-])c2)cc1C(=O)O	2%	27%	0.3%	17%	0%	-3%	3%	-4%	-2	-1%	2%
COc1ccccc1C1(CC(=O)N2CCOCC2)CCOC(C(C)C)C1 (stereo not given)	-6%	11%	-1.4%	3%	5%	1%	0%	1%	3	0%	-3%
CCC1CCCCN1C(=O)CSc1nc2c(c(=O)n1C)SC(C)C2 (stereo not given)	1%	9%	0.4%	-9%	-8%	-11%	-1%	7%	0	-9%	2%
O=C(O)C1=C(OCc2ccc(F)c(F)c2)C(=O)NCC1	0%	6%	-0.5%	10%	2%	0%	6%	1%	0	-2%	-2%
COc1cc2cnc(-c3ccccc3)c(-c3ccc([N+](=O)[O-])cc3)c2cc1OC	0%	8%	0.3%	-10%	18%	-5%	-2%	-24%	0	-4%	1%
